Assay outcomes deposited in PubChem BioAssay by several laboratories.
M4 PAM – human M4 muscarinic receptor positive allosteric modulators, primary screen, CHO-K1 cells, Fluo-8 calcium fluorescence; Muscarinic acetylcholine receptor M4 (Homo sapiens), P08173; CHO-K1 hM4/Gqi5, ACh EC20; 0% = ACh EC20, 100% = maximal ACh; activation, % at 3 µM; hit rate 0.4% among 360,000;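 active means activation above its plate's cutoff, the mean activation of sample wells plus 3 SD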; further: some results filed as inactive read as strong as hits
CRFBP-R2 block – antagonists of CRF-BP/CRF-R2 complex, primary screen, cell-based, HEK293, calcium dye fluorescence, uHTS | hit rate 0.59% among 350,000 | inhibition, % at 11.8 µM | CRF-induced calcium fluorescence;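 active means inhibition of the ligand-induced calcium signal above about 50% at the single tested concentration, limit read from the data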
CHO-K1 Ca PAM – nonselective calcium activators in parental CHO-K1 cells, primary screen, counter-screen for M1 PAM project, cell-based, Fluo-8 calcium fluorescence, full deck, 1536-well; ATP EC20; 0% at ATP EC20, 100% at ATP max; activation, % at 3 µM; hit rate 0.02% among 360,000; AID 602247, 2012;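 active means activation above the run cutoff, the mean activation of all test compounds plus 3 SD, cut at about 40% in these data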;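 further: peak over basal fluorescence ratio in a 140 s read after ATP addition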
M5 ag – human M5 muscarinic receptor agonists, primary screen, CHO-K1 cells, Fluo-8 calcium fluorescence. Muscarinic acetylcholine receptor M5 (Homo sapiens), P08912. CHO-K1 hM5 cells; 0% DMSO wells, 100% maximal acetylcholine response. activation, % at 3 µM. hit rate 0.19% among 360,000. AID 624037, 2012;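 active means activation above the run's mean over test compounds plus 3 SD, cut at about 23% in these data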;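 further: signal is peak over basal fluorescence ratio across the kinetic read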
Target sequence (P08912 whole entry, looked up): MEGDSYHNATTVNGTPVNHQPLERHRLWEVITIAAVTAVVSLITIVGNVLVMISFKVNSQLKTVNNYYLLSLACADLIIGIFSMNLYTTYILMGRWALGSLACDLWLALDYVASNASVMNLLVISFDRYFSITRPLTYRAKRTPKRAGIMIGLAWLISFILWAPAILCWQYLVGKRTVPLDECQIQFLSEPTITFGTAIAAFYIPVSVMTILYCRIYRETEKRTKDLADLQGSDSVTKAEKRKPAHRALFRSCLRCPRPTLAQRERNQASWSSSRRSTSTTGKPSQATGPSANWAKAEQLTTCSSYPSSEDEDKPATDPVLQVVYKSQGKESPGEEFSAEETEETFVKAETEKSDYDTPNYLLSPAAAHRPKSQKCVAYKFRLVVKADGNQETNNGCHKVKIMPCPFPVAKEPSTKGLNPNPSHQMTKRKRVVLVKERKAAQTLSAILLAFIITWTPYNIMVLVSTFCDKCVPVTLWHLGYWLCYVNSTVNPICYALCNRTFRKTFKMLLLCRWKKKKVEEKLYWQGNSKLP
TAAR1 ag – human TAAR1 agonists, primary screen, Fluo-8 calcium fluorescence, CHO RD-HGA16 cells; Trace amine-associated receptor 1 (Homo sapiens), Q96RJ0; vehicle wells 0%, saturating PEA agonist 100%; activation, % at 3 µM; hit rate 0.99% among 360,000; AID 624467, 2012;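 active means activation above the mean activation of all test compounds in the run plus 3 SD, cut at about 38% in these data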
Target sequence (Q96RJ0 whole entry, looked up): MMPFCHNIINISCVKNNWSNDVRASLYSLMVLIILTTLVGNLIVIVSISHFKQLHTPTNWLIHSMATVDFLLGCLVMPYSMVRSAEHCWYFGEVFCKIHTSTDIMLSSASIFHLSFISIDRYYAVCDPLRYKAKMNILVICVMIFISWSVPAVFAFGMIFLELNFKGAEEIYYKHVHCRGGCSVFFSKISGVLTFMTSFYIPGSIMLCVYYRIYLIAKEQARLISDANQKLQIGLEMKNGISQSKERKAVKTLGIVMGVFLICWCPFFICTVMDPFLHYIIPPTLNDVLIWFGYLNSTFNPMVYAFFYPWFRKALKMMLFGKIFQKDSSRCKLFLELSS
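Test system: RD-HGA16 (CHO) cells co-expressing Gα16 and hTAAR1 | Doses: Single dose, 3 µM | Schedule: 17-24 h seeding, 75 min 37 °C dye, 30 min RT | Evaluation: % activation from peak over basal fluorescence ratio, DMSO-to-PEA scaled | Technique: Kinetic Fluo-8 calcium fluorescence | Benchmarks: Low control DMSO, high control PEA (EC100)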
CRFR2-BP ag – agonists of CRF-BP/CRF-R2 complex, primary screen, cell-based, HEK293, calcium dye fluorescence, uHTS; CRF-binding protein / CRF receptor 2 complex (human); calcium dye fluorescence (FLIPR); percent of saturating CRF peptide response; activation, % at 13.2 µM; hit rate 0.46% among 350,000;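 active means activation of at least 50%, plus an integration ratio under a set limit after plate pattern correction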;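 further: plate controls were neutral control wells without compound for no effect and CRF at EC100 for full effect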
M5 PAM – human M5 muscarinic receptor positive allosteric modulators, primary screen, CHO-K1 cells, Fluo-8 calcium fluorescence | Muscarinic acetylcholine receptor M5 (Homo sapiens), P08912 | hit rate 0.3% among 360,000 | activation, % at 3 µM | CHO-K1 hM5, ACh EC20 PAM; 0% = ACh EC20, 100% = ACh EC100;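 active means activation above the run cutoff, the mean activation of all test compounds plus 3 SD, cut at about 18% in these data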
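System – CHO-K1 hM5 cells · Compound – 3 µM, single dose · Incubation – compound preincubation 140 s before EC20 acetylcholine addition · Technique – Fluo-8 calcium fluorescence · Measure – Max/basal fluorescence ratio as % of EC20–EC100 ACh window · Benchmarks – low control EC20 acetylcholine (0%), high control EC100 acetylcholine (100%) · Replication – singlicate, one well per test compound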
TAAR1 antag – human TAAR1 antagonists, primary screen, Fluo-8 calcium fluorescence, CHO RD-HGA16 cells; hit rate 1.5% among 360,000; AID 624466, 2012; antagonist; Trace amine-associated receptor 1 (Homo sapiens), Q96RJ0; inhibition, % at 3 µM;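 active means inhibition above a per-plate cutoff, the mean inhibition of test compounds on that plate plus 3 SD, cut at about 49% in these data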;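 further: 0% = DMSO plus EC80 beta-PEA response and 100% = DMSO alone without agonist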
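Test system: RD-HGA16 CHO cells with stable hTAAR1 and Gα16 / Probe or stimulus: EC80 β-phenethylamine stimulus / Times: seeding 17-24 h prior, 75-min 37 °C, 30-min RT dye loading / Detection: Fluo-8 calcium-sensitive fluorescence / Read-out basis: % inhibition scaled between DMSO and EC80 PEA controls / Repeats: singlicate, one well per test compound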
CHRM5 antagonist – human M5 muscarinic receptor antagonists, primary screen, CHO cells, Fluo-8 calcium fluorescence; Muscarinic acetylcholine receptor M5 (Homo sapiens), P08912; CHO-hM5 cells, ACh EC80; inhibition, % at 3 µM; hit rate 0.59% among 360,000; AID 624040, 2012;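 active means inhibition above a per-plate cutoff, the mean of that plate's test compounds plus 3 SD, cut at about 27% in these data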;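 further: 0% = acetylcholine EC80 with DMSO and 100% = DMSO without agonist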
* = called active by the depositor; nt = not tested or not shown. Rows were taken by chance. About 4.2% of those tested had a hit in this group.

compound	M4 PAM	CRFBP-R2 block	CHO-K1 Ca PAM	M5 ag	TAAR1 ag	CRFR2-BP ag	M5 PAM	TAAR1 antag	CHRM5 antagonist
COc1ccc(CC(=O)N/N=C(\C)CC(=O)Nc2ccc(N(C)C)cc2)cc1	-5	-1	10	-2	7	2.2	-5	-31	10
Cc1ccc(NC(=O)COc2ccc(CCO)cc2-n2nc3ccccc3n2)cc1C	11	-57	14	1	1	0.9	6	3	-1
O=S(=O)(c1ccc(Cl)nc1)N(Cc1ccccc1)Cc1ccccc1	-30	16	12	-5	2	0.7	-11	22	14
COC(=O)Cc1ccc(NC(=S)NCCCO)cc1	10	7	21	0	8	-1.2	2	6	2
NNc1nc(-c2ccccc2)cc(-c2ccccc2O)n1	3	-12	5	3	nt	0.2	-6	nt	5
C[C@@H]1CCC(=O)N(CC[C@H](Sc2ccccc2)c2ccccc2)CC1	2	-3	12	-7	6	-0.8	-8	-6	13
CCN(C)C1CN(Cc2cn(Cc3cc(C)cc(C)c3)nn2)S(=O)(=O)C1 (centres undefined)	2	nt	-1	0	3	nt	-5	-4	4
O=C1CCC(C(=O)NCc2cccnc2)N1 (centres undefined)	4	8	17	-2	16	-0.3	6	-13	-1
CC(C)=CC(=O)OCC(=O)Nc1ccccc1Cl	-6	17	-5	-3	6	2.2	8	9	2
CCOC(=O)c1c(C)noc1-c1ccc(Br)o1	0	2	9	-2	12	-0.2	3	-20	6
Cc1cccc(NC(=O)CCc2c(C)nc3ncnn3c2C)n1	8	17	28	2	2	-1.7	2	-5	3
O=C(COC(=O)c1ccccc1Cl)NCCC1=CCCCC1	-6	-3	25	-2	7	-0.4	3	14	-10
CC(=O)C(Cc1ccccc1)NC(=O)CN1c2cccc3cccc(c23)S1(=O)=O (centres undefined)	6	-4	-19	6	10	-2.0	9	22	3
CCN1CCCC1CNC(=O)c1ccc(N2CCCC2=O)cc1 (centres undefined)	6	-9	20	-12	9	0.6	5	11	-4
CC(C)c1ccc(C(=O)CSc2ncn[nH]2)cc1	-3	14	25	0	1	-0.7	1	-13	1
CCc1nnc(NC(=O)CC(CN(C)S(=O)(=O)c2ccccc2)c2ccccc2)s1 (centres undefined)	0	-22	2	2	0	0.0	-5	-10	4
CC(C)(C)N(Cc1ccccc1)C(=O)CSc1nc2ccccc2c(=O)[nH]1	11	37	7	6	1	-2.3	6	-3	-11
NC(N)=NC1=NC(=O)C(Cc2ccccc2Cl)S1 (centres undefined)	2	-3	11	-1	6	-0.4	0	-11	12
CC(CCc1ccccc1)NC(=O)COc1ccc(S(=O)(=O)N2CCOCC2)cc1[N+](=O)[O-] (centres undefined)	-12	-12	21	4	10	-1.1	-1	5	-6
COc1ccc(C)cc1NC(=O)CNC(c1ccccc1)c1ccccc1	-5	14	-1	-9	3	1.9	-3	16	-6
O=C(NCCc1ccccc1)c1ccc(-c2ccccc2C(F)(F)F)o1	nt	3	nt	nt	25	3.4	nt	24	nt
Cc1nnc(SCCn2c(N3CCC(C)CC3)nc3c2c(=O)n(C)c(=O)n3C)s1	-3	0	13	1	15	0.8	-11	-12	6
C[C@H](CO)N1C[C@H](C)[C@H](CN(C)S(=O)(=O)c2ccccc2)Oc2ccc(NC(=O)NC3CCCCC3)cc2CC1=O	-17	4	6	-3	2	3.3	-2	4	14
C=CCn1c(O)c(N=NC(=O)CNC(=O)/C=C/c2ccc(OC)cc2)c2ccccc21	10	3	14	-4	-1	-1.7	11	-27	3
OCCC1CN(Cc2ccon2)CCN1Cc1ccc(F)c(F)c1 (centres undefined)	0	4	11	-1	1	-1.7	-3	-25	10
O=C(CCCNC(=O)c1ccc(Cl)cc1)NCc1ccc(F)cc1	-2	3	19	0	5	0.7	1	-1	-7
C[C@H](CO)N1C[C@H](C)[C@@H](CN(C)S(=O)(=O)c2cccs2)Oc2ccc(NS(=O)(=O)c3ccccc3)cc2C1=O	-4	-7	20	-10	2	0.4	7	2	10
COc1ccc(C(=O)Nc2cc(C)nc3ccccc23)cc1OC	-2	-7	-1	2	4	-0.3	-2	-4	1
O=C(CSc1nnc(NC(=O)c2ccco2)s1)NC1CCCCC1	4	9	19	-1	14	-1.2	2	0	-2
CCOCCC(=O)Nc1ccc2c(c1)c(=O)n(C)n2-c1ccccc1F	5	nt	17	2	1	nt	-2	-1	1
Cc1cccc(N(CC(=O)NC2CCCC2)C(=O)c2c(C)noc2C)c1	3	6	-1	1	6	-2.3	-1	-3	2
CS(=O)(=NS(=O)(=O)c1ccc(Cl)cc1)c1ccccc1 (centres undefined)	26	-6	20	-4	0	1.1	5	-14	-2
O=C(Nc1ccc(Br)cc1)c1cccc(N2C(=O)C3C4C=CC(C4)C3C2=O)c1 (centres undefined)	-8	-7	11	-1	10	-1.0	-10	37	13
CCC(Sc1nc2ccccc2c(=O)n1CC1CCCO1)C(=O)NCc1cccnc1 (centres undefined)	-2	-4	-2	-2	9	-2.2	-1	-13	-3
COC(=O)c1ccccc1SC1CC(=O)N(c2ccccc2)C1=O (centres undefined)	2	-9	19	-3	2	-0.4	-4	-11	-1
O=C(Cc1cccc2ccccc12)NN1C(=O)/C(=C\c2cccnc2)SC1=S	0	-4	14	3	2	0.9	10	-11	-2
COC(=O)C1CC(O)CN1C(=O)Nc1cccc(C(F)(F)F)c1 (centres undefined)	-2	-6	-18	2	6	1.3	5	5	-16
Cc1ccn2c(NC3CCCCC3)c(-c3cccc(-c4cccc(Cl)c4)c3)nc2c1	1	-6	23	-2	0	3.1	-3	11	14
CCN(CCCNS(=O)(=O)c1ccc2c(c1)CCN2C(C)=O)c1cccc(C)c1	-9	8	-9	4	3	0.4	-14	15	5
CC(=O)c1c(C)nc(C)nc1NC(=O)C(C)C	2	-1	4	-2	1	-0.1	0	-7	1
CCOc1ccc(OCCCC(=O)NNC(=O)c2ccncc2)cc1	1	-13	-7	2	1	0.2	-2	-18	4
COc1ccc(OC)c(S(=O)(=O)N2CCC(C(=O)NCC3CCCO3)CC2)c1 (centres undefined)	13	6	3	3	-3	0.4	-4	5	-3
Cc1c(-c2ccco2)[n+](=O)c2c(n1[O-])CCC2	1	2	9	-3	6	0.6	-6	2	-6
Cc1cc(NC(=O)CSc2nnc(-c3ccc(Br)o3)n2Cc2ccccc2)no1	0	8	-1	-4	-3	-0.5	-10	9	1
O=C(CCCOc1ccc(Cl)cc1Cl)Nc1ncccn1	1	2	19	0	2	-1.0	10	-14	-1
O=c1cc(CN2CCOCC2)c2ccccc2o1	6	nt	3	0	2	nt	-4	-11	-8
CCOc1cc(S(=O)(=O)N2CCC(C(N)=O)CC2)ccc1F	-7	32	-2	-5	5	-2.7	-7	-2	3
CCCNC(=O)C(Cc1ccc(F)cc1)NC(=O)c1ccccc1 (centres undefined)	-1	3	5	1	5	0.3	0	-16	7
O=C(CC1SCCNC1=O)Nc1cccc([N+](=O)[O-])c1 (centres undefined)	-22	5	14	1	0	1.5	-15	-5	15
CN(/N=C/c1ccc(-c2ccc([N+](=O)[O-])cc2)o1)c1ccccc1	-10	-93	-13	34*	66*	79*	-4	68*	25
O=C(Nc1cc2c3c(c1)CC(=O)N3CCC2)C1CC1	-1	9	-15	2	5	-1.5	5	-16	-2
CCN1/C(=C/c2sc(-c3ccccc3C)c[n+]2C)Sc2ccccc21	-16	-5	-2	-3	8	0.3	-21	19	37*
CCN1CCN(CC(O)COCC2COc3ccccc3O2)CC1 (centres undefined)	-5	-6	-11	-3	1	-0.8	-5	-17	11
O=C(/C(=C/O)N=Nc1ccccc1)c1ccc(Cl)cc1	7	14	-12	-2	3	-3.9	19*	3	-12
COc1cc(SC)ccc1C(=O)OCC(=O)NC1CC1	5	-10	0	-1	1	-1.2	4	-24	8
O=C1Cc2ccccc2C(=O)N1Nc1ccccc1	5	5	14	-1	2	-2.7	-3	-20	15
CCn1c(SCC(=O)Nc2sc(C)c(C)c2C#N)nnc1C1CC1	-1	-5	15	6	-2	-1.1	5	-4	2
CCN(CC(=O)NCc1cccs1)C(=O)CCOc1ccccc1C	-1	-12	-17	-3	1	-0.9	-1	-11	-2
